Screens as filed in PubChem.
H9c2 TAG inh = inhibitors of triacylglycerol accumulation, primary screen, cell-based, uHTS, fluorescence, H9c2 | H9c2 cells, Nile Red lipid (TAG) fluorescence; cells loaded with 200 µM oleic acid | inhibition, % at 12.5 µM | 0.66% of 230,000 active;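 active means pattern-corrected inhibition of lipid staining of at least 50% with the nuclear-stain viability signal not falling by more than 50%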;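 further: 0% = DMSO wells and 100% = triacsin C control wells; some results filed as inactive read as strong as hits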
H9c2 TAG inh DAPI viability = also measured in H9c2 TAG inh; calls as there; DAPI nuclei signal change (viability), lower = more cytotoxic, %;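 whole-well DAPI fluorescence read on a plate reader as a viability signal; minus 50 percent equals half of cells still viable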
Numbers without * were called inactive. An excerpt (hit frequency here may not be typical).

For COc1ccc(CCNC(=O)CSc2nnc(C(C)N(C)C)n2Cc2ccccc2)cc1OC (stereo not given) the results were H9c2 TAG inh 3 and H9c2 TAG inh DAPI viability 3.
Screening Cc1cc(=O)[nH]c(SCC(=O)OCc2ccccc2)c1C#N returned H9c2 TAG inh 15 and H9c2 TAG inh DAPI viability -20.
Screening CCCCOc1ccc(/C=N/NC(=S)Nc2cccc(C)c2C)cc1 returned H9c2 TAG inh 7 and H9c2 TAG inh DAPI viability -1.
Screening CCCCN1C(=O)C(CC(=O)NCCN2CCOCC2)CC(C(=O)N(CC)CC)=C1C (stereo not given) returned H9c2 TAG inh -3 and H9c2 TAG inh DAPI viability -12.
Screening CNc1nc(C)c(C(C)=O)cc1C#N returned H9c2 TAG inh -4 and H9c2 TAG inh DAPI viability -1.
For O=C(c1ncn[nH]1)N1CCN(c2nc(-c3ccccc3)cs2)CC1 the results were H9c2 TAG inh 20 and H9c2 TAG inh DAPI viability -5.
COc1ccccc1CNC(=O)COC(=O)c1c(C)nn(-c2ccccc2)c1Cl was read as H9c2 TAG inh 2 and H9c2 TAG inh DAPI viability 2.
CC(=O)c1cccc(NC(=O)C(C)OC(=O)CCc2nc3ccccc3c(=O)[nH]2)c1 (stereo not given) was read as H9c2 TAG inh -25 and H9c2 TAG inh DAPI viability 1.
Screening O=C(COC(=O)c1cc(Br)ccc1Cl)NC(=O)NCc1ccccc1 returned H9c2 TAG inh -8 and H9c2 TAG inh DAPI viability 8.
Screening O=C(Nc1ccccc1)c1[nH]ncc1[N+](=O)[O-] returned H9c2 TAG inh 0 and H9c2 TAG inh DAPI viability 4.
`CCC(NC(=O)NNC(N)=S)(C(F)(F)F)C(F)(F)F` gave H9c2 TAG inh -27 and H9c2 TAG inh DAPI viability 11.
For CCN1C(=O)N(C)[C@@H](c2ccccc2)C(C(C)=O)=C1C the results were H9c2 TAG inh -1 and H9c2 TAG inh DAPI viability -8.
For Cc1ccc(C(C)C)cc1OCC(=O)Nc1nnc(C2CC2)s1 the results were H9c2 TAG inh 4 and H9c2 TAG inh DAPI viability 0.
Screening COC(=O)C1(O)CC(CC(C)C)=NN1C(=O)c1ccccc1 (stereo not given) returned H9c2 TAG inh -1 and H9c2 TAG inh DAPI viability 10.
O=C(NCC1CCCO1)NC1(C(F)(F)F)Oc2ccccc2O1 (stereo not given) was read as H9c2 TAG inh 21 and H9c2 TAG inh DAPI viability 3.
Screening CC(C)c1ccc(OCC(=O)NC2=NCCS2)cc1 returned H9c2 TAG inh 8 and H9c2 TAG inh DAPI viability -7.
For CCN(CC)c1ccc(C=NN2CCCCCC2)cc1 the results were H9c2 TAG inh -2 and H9c2 TAG inh DAPI viability 8.
`CC1CC2C3CCC4=CC(=O)CCC4(C)C3CCC2(C)C1(O)C(=O)CO` (stereo not given) gave H9c2 TAG inh 18 and H9c2 TAG inh DAPI viability 0.
`COC(=O)c1csc2c(C(F)(F)F)cc(N3CCN(C(=O)Nc4ccccc4)CC3)nc12` gave H9c2 TAG inh 9 and H9c2 TAG inh DAPI viability 2.
`Cc1cc(NC(=O)NC(C)(C(F)(F)F)C(F)(F)F)no1` gave H9c2 TAG inh -9 and H9c2 TAG inh DAPI viability 6.
`O=C(COC(=O)c1ccccc1Cl)NC(=O)NCc1ccccc1` gave H9c2 TAG inh -3 and H9c2 TAG inh DAPI viability -8.
`O=C(O)c1ccc2cccc(Cl)c2c1O` gave H9c2 TAG inh 14 and H9c2 TAG inh DAPI viability -13.
For Cc1ccc(CC(CC(=O)Nc2cccc(C(F)(F)F)c2)C(=O)O)cc1 (stereo not given) the results were H9c2 TAG inh -7 and H9c2 TAG inh DAPI viability 4.
Screening C=CCNC(=O)NC(=O)COC(=O)c1cccnc1SC returned H9c2 TAG inh 14 and H9c2 TAG inh DAPI viability 2.
`Cc1ccc(C2=Nc3ccccc3N=C(c3ccc([N+](=O)[O-])cc3)C2)c(O)c1` gave H9c2 TAG inh -4 and H9c2 TAG inh DAPI viability 3.
For CC(C)(C)N(Cc1ccccc1)C(=O)COC(=O)C1CC(=O)N(Cc2ccccc2)C1 (stereo not given) the results were H9c2 TAG inh -23 and H9c2 TAG inh DAPI viability 7.
Screening O=S(=O)(C=C(c1ccccc1)c1ccccc1)c1ccccc1 returned H9c2 TAG inh -8 and H9c2 TAG inh DAPI viability -6.
Cc1cc(OC(=O)c2ccc(S(=O)(=O)N(C)C)cc2)cc(=O)o1 was read as H9c2 TAG inh 3 and H9c2 TAG inh DAPI viability 11.
`Cn1nnnc1SCC(=O)Nc1cc(C(C)(C)C)nn1-c1ccccc1` gave H9c2 TAG inh -11 and H9c2 TAG inh DAPI viability 8.
For N#Cc1c(NC(=O)CSc2ncnc3c2cnn3-c2ccccc2Cl)sc2c1CCCC2 the results were H9c2 TAG inh 12 and H9c2 TAG inh DAPI viability -7.

Filtered by structure: those above containing nitrogen in an aromatic ring.
For COc1ccc(CCNC(=O)CSc2nnc(C(C)N(C)C)n2Cc2ccccc2)cc1OC (stereo not given) the results were H9c2 TAG inh 3 and H9c2 TAG inh DAPI viability 3.
Screening Cc1cc(=O)[nH]c(SCC(=O)OCc2ccccc2)c1C#N returned H9c2 TAG inh 15 and H9c2 TAG inh DAPI viability -20.
Screening CNc1nc(C)c(C(C)=O)cc1C#N returned H9c2 TAG inh -4 and H9c2 TAG inh DAPI viability -1.
For O=C(c1ncn[nH]1)N1CCN(c2nc(-c3ccccc3)cs2)CC1 the results were H9c2 TAG inh 20 and H9c2 TAG inh DAPI viability -5.
COc1ccccc1CNC(=O)COC(=O)c1c(C)nn(-c2ccccc2)c1Cl was read as H9c2 TAG inh 2 and H9c2 TAG inh DAPI viability 2.
CC(=O)c1cccc(NC(=O)C(C)OC(=O)CCc2nc3ccccc3c(=O)[nH]2)c1 (stereo not given) was read as H9c2 TAG inh -25 and H9c2 TAG inh DAPI viability 1.
Screening O=C(Nc1ccccc1)c1[nH]ncc1[N+](=O)[O-] returned H9c2 TAG inh 0 and H9c2 TAG inh DAPI viability 4.
For Cc1ccc(C(C)C)cc1OCC(=O)Nc1nnc(C2CC2)s1 the results were H9c2 TAG inh 4 and H9c2 TAG inh DAPI viability 0.
`COC(=O)c1csc2c(C(F)(F)F)cc(N3CCN(C(=O)Nc4ccccc4)CC3)nc12` gave H9c2 TAG inh 9 and H9c2 TAG inh DAPI viability 2.
`Cc1cc(NC(=O)NC(C)(C(F)(F)F)C(F)(F)F)no1` gave H9c2 TAG inh -9 and H9c2 TAG inh DAPI viability 6.
Screening C=CCNC(=O)NC(=O)COC(=O)c1cccnc1SC returned H9c2 TAG inh 14 and H9c2 TAG inh DAPI viability 2.
`Cn1nnnc1SCC(=O)Nc1cc(C(C)(C)C)nn1-c1ccccc1` gave H9c2 TAG inh -11 and H9c2 TAG inh DAPI viability 8.
For N#Cc1c(NC(=O)CSc2ncnc3c2cnn3-c2ccccc2Cl)sc2c1CCCC2 the results were H9c2 TAG inh 12 and H9c2 TAG inh DAPI viability -7.

Continuation:
Screening CCOC(=O)N1CCN(C(=O)C2CCN(Cc3ccc(O)c(OCC)c3)CC2)CC1 returned H9c2 TAG inh 0 and H9c2 TAG inh DAPI viability 1.
For O=C(O)C1=C[C@H](c2ccc(F)cc2)C[C@H](OCc2ccc(CO)cc2)O1 the results were H9c2 TAG inh 4 and H9c2 TAG inh DAPI viability 0.
Screening COc1ccccc1CN1CC(C(=O)NCC2(O)CCCCC2)CCC1=O (stereo not given) returned H9c2 TAG inh 9 and H9c2 TAG inh DAPI viability 2.
For COc1ccc(S(=O)(=O)Nc2ccc(NC(C)=O)cc2)cc1Cl the results were H9c2 TAG inh -3 and H9c2 TAG inh DAPI viability -5.
For Cc1c(C(C)C)c(=O)n(-c2ccc(S(=O)(=O)NC(C)C)cc2)n1C the results were H9c2 TAG inh 4 and H9c2 TAG inh DAPI viability -4.
Screening COc1ccc(-c2noc(C(=O)NCc3ccc(F)cc3)n2)cc1OC returned H9c2 TAG inh -4 and H9c2 TAG inh DAPI viability 0.
For O=c1c2ccccc2nnn1COc1ccc(F)cc1Cl the results were H9c2 TAG inh -7 and H9c2 TAG inh DAPI viability 0.
CCOc1ccc(S(=O)(=O)N2CCCCC2)cc1NC(=O)C1CCC1 was read as H9c2 TAG inh -8 and H9c2 TAG inh DAPI viability 0.
Screening Cc1cc(O)c(C(C[N+](=O)[O-])c2ccc(Cl)cc2)c(=O)o1 (stereo not given) returned H9c2 TAG inh -2 and H9c2 TAG inh DAPI viability -1.
`COc1cc(/C=C/C(=O)OCC(=O)N(C)Cc2ccccc2)cc(OC)c1OC` gave H9c2 TAG inh 16 and H9c2 TAG inh DAPI viability -1.
Cc1ccc(NC(=O)COC(=O)c2ccc(OC(F)F)cc2)cc1S(=O)(=O)N1CCCCC1 was read as H9c2 TAG inh 8 and H9c2 TAG inh DAPI viability -2.
`C=CCN(c1ccccc1Cl)S(=O)(=O)c1cccc(C(=O)OCC(=O)N(C)C2CCS(=O)(=O)C2)c1` (stereo not given) gave H9c2 TAG inh -32 and H9c2 TAG inh DAPI viability -6.
`Cc1ccc[n+](C(C)C(=O)Nc2ccc([N+](=O)[O-])cc2C)c1` (stereo not given) gave H9c2 TAG inh -3 and H9c2 TAG inh DAPI viability 1.
Screening COc1ccc(-c2n[nH]c(=S)o2)c(OC)c1 returned H9c2 TAG inh 17 and H9c2 TAG inh DAPI viability -2.
Screening CC1CCC/C(=N\NS(=O)(=O)c2ccccc2)C1 (stereo not given) returned H9c2 TAG inh -10 and H9c2 TAG inh DAPI viability 8.
For CN(Cc1ccccc1)C(=S)NC(=O)c1ccccc1 the results were H9c2 TAG inh -17 and H9c2 TAG inh DAPI viability -10.
CC(=O)Nc1sc(C)c(C)c1C(=O)OCC(=O)NCc1ccccc1 was read as H9c2 TAG inh -18 and H9c2 TAG inh DAPI viability -4.
`O=C(CSc1nc2c(cnn2-c2ccc(F)cc2)c(=O)[nH]1)N1CCCc2ccccc21` gave H9c2 TAG inh 16 and H9c2 TAG inh DAPI viability -3.
CCCCN(C(=O)CN1C(=O)C2CCCCC2C1=O)c1c(N)n(CCCC)c(=O)[nH]c1=O (stereo not given) was read as H9c2 TAG inh -20 and H9c2 TAG inh DAPI viability 2.
For Fc1ccccc1/C=N/Nc1nc(N2CCCCC2)nc(N2CCCCC2)n1 the results were H9c2 TAG inh 14 and H9c2 TAG inh DAPI viability 8.
Screening C=CC[C@H](CC(=O)N[C@H](CO)Cc1ccccc1)C(=O)N[C@H](COC(=O)[C@@H](CC=C)Cc1ccc(F)cc1)Cc1c[nH]c2ccccc12 returned H9c2 TAG inh 15 and H9c2 TAG inh DAPI viability -1.
`CN(C(=O)COC(=O)COc1ccc2c(c1)CCC2)c1c(N)n(Cc2ccccc2)c(=O)[nH]c1=O` gave H9c2 TAG inh 6 and H9c2 TAG inh DAPI viability -4.
For CCCc1nc2oc3c(NCc4ccccn4)ncnc3c2c2c1COC(C)(C)C2 the results were H9c2 TAG inh 8 and H9c2 TAG inh DAPI viability -6.
Screening CC(Sc1ccccc1)C(=O)N1CCN(S(=O)(=O)c2ccccc2F)CC1 (stereo not given) returned H9c2 TAG inh 13 and H9c2 TAG inh DAPI viability -2.
`CCc1ccc(NC(=O)NCC2CCN(c3ccc(OC)cc3)C2)cc1` (stereo not given) gave H9c2 TAG inh -8 and H9c2 TAG inh DAPI viability 0.
CC(=O)Nc1ccccc1-c1ccc(C)o1 was read as H9c2 TAG inh 8 and H9c2 TAG inh DAPI viability -7.
`Cc1c(C(=O)N(C)C)sc(NC(=O)c2cc([N+](=O)[O-])cc([N+](=O)[O-])c2)c1C#N` gave H9c2 TAG inh -12 and H9c2 TAG inh DAPI viability -4.
`Cc1ccccc1-c1nnn(CC(=O)NC(=O)NC2CCCC2)n1` gave H9c2 TAG inh 14 and H9c2 TAG inh DAPI viability -6.
`CCOC(=O)NC(=S)Nc1cccc(NC(=S)NC(=O)OCC)c1` gave H9c2 TAG inh 5 and H9c2 TAG inh DAPI viability -13.
For Cc1ccc(/C=N/n2c(C)nc3ccccc3c2=O)o1 the results were H9c2 TAG inh -15 and H9c2 TAG inh DAPI viability 15.
`CCOc1ccccc1NC(=O)C(=O)/C=C(\O)c1cc(OC)ccc1OC` gave H9c2 TAG inh 11 and H9c2 TAG inh DAPI viability -4.
For Cc1nc(N2CCCCC2)sc1C(=O)c1cccc([N+](=O)[O-])c1 the results were H9c2 TAG inh 7 and H9c2 TAG inh DAPI viability 15.
Screening CN(C)NC(=O)C12CCC(C)(C(=O)O1)C2(C)C (stereo not given) returned H9c2 TAG inh -11 and H9c2 TAG inh DAPI viability -2.
OCCN1CCN(CCSc2ccccc2)CC1 was read as H9c2 TAG inh 7 and H9c2 TAG inh DAPI viability -6.
For Cc1ccc(S(=O)(=O)NCCSc2nnnn2-c2ccc(C(N)=O)cc2)cc1 the results were H9c2 TAG inh -11 and H9c2 TAG inh DAPI viability -3.
COc1ccc(O)c(/C=N/N=C2/C(=O)Nc3ccccc32)c1 was read as H9c2 TAG inh 4 and H9c2 TAG inh DAPI viability -4.
`O=C(COc1ccc(Br)cc1CNC1CCCC1)Nc1ccccc1` gave H9c2 TAG inh -17 and H9c2 TAG inh DAPI viability 29.
`CN(C)C(=O)c1cc([N+](=O)[O-])ccc1O` gave H9c2 TAG inh 7 and H9c2 TAG inh DAPI viability -10.
Screening O=C(Nc1c2c(nn1-c1ccc(F)cc1)CS(=O)C2)c1ccc(Br)o1 (stereo not given) returned H9c2 TAG inh 7 and H9c2 TAG inh DAPI viability 0.
`COc1ccc(NC(=O)N(C)C[C@H]2OCc3cnnn3CCCC(=O)N([C@H](C)CO)C[C@@H]2C)cc1` gave H9c2 TAG inh 12 and H9c2 TAG inh DAPI viability -6.
O=C(COc1ccccc1)NC(=S)Nc1ccc(Br)cn1 was read as H9c2 TAG inh -1 and H9c2 TAG inh DAPI viability -6.
